# Bioassay records from PubChem BioAssay.
# NR5A2 inv ag: LRH-1 (NR5A2) inverse agonists, primary screen, cell-based, luminescence, HEK293T, StAR-luciferase reporter | LRH-1 transfected, 24 h | 360,000 tested, 0.13% active | inhibition, % at 3.6 µM | AID 602396, 2012 | Nuclear receptor subfamily 5 group A member 2 (Homo sapiens), O00482;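 active means inhibition above the mean inhibition of all tested compounds plus 3 SD, cut at about 73% in these data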;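 further: 0% = DMSO wells and 100% = reporter-only cells lacking LRH-1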
# ABHD5 PLIN5 PPI: ABHD5-PLIN5 interaction inhibitors, primary screen, cell lysate, split luciferase complementation, luminescence; Split G. princeps luciferase complementation, 4 h; inhibition, % at 4 µM; 360,000 tested, 0.78% active;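 active means inhibition above the mean inhibition across every tested compound plus 3 SD, cut at about 22% in these data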;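 further: 0% = DMSO only wells and the 100% control is not disclosed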
# Target sequence (Q00G26 whole entry, looked up): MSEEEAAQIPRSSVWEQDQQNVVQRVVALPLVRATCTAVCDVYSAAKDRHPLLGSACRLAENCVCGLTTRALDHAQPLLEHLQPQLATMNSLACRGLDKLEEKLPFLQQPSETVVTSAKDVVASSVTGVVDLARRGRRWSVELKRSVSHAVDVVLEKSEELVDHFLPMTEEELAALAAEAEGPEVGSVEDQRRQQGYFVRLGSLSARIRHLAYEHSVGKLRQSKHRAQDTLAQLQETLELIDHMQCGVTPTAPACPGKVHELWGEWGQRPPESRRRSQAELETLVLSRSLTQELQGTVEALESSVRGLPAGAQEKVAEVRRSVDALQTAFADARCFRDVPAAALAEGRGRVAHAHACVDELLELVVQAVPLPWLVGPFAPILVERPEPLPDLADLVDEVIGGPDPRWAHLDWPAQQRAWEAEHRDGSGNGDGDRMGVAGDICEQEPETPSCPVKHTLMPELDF
# Target sequence (Q8WTS1 whole entry, looked up): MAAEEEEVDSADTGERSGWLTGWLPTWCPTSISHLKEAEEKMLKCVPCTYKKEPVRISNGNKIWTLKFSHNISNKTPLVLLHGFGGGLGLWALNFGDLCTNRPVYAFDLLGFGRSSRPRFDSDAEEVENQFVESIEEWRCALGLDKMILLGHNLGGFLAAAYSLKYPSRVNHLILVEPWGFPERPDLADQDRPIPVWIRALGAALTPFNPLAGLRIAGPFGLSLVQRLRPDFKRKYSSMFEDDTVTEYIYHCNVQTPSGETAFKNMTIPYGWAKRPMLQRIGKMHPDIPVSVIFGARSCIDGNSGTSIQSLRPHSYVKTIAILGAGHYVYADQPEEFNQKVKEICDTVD
# NCOA3 inh: SRC3 coactivator transcriptional activity inhibitors, primary screen, cell-based, luminescence. Nuclear receptor coactivator 3 (Homo sapiens), Q9Y6Q9. HEK293 GAL4-SRC3 luciferase reporter. inhibition, % at 3.6 µM. 360,000 tested, 0.17% active;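 active means inhibition above a per-campaign cutoff, the mean of all compounds plus 3 SD, cut at about 60% in these data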;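 further: 0% = DMSO-treated cells and 100% = gossypol-treated cells at 36 µM; higher means less SRC3-driven luciferase light from the GAL4 reporter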
# TLR9-MyD88 block: inhibitors of TLR9-MyD88 association in cells, primary screen, cell-based, CHO, BLA complementation, fluorescence. Toll-like receptor 9 (Homo sapiens) + Myeloid differentiation primary response protein …. CCF4 FRET ratio. inhibition, % at 4.98 µM. 340,000 tested, 0.21% active. AID 504734, 2011;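 active means inhibition above the mean over all tested compounds plus 3 SD, cut at about 21% in these data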;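 further: 0% = DMSO only wells and 100% = clavulanate BLA inhibitor control wells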
# NOD2-RIPK2 inh: NOD2-RIPK2 binding disruptors in cells, primary screen, fluorescence, CHO cells, BLA complementation. CCF4 ratio. inhibition, % at 4.98 µM. 360,000 tested, 0.38% active. Receptor-interacting serine/threonine-protein kinase 2 (Homo sapiens), O43353; in the data active means inhibition above about 21%;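 further: 0% = vehicle only and 100% = reference blocker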
# TROY NFkB inh: inhibitors of TROY-driven NF-kB signaling, primary screen, Q293 LMP1-TROYcd cells, NF-kB luciferase, uHTS | Q293 LMP1-TROYcd NF-kB luciferase reporter, 4 h | inhibition, % at 10 µM | 360,000 tested, 0.98% active | AID 1347056, 2019;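 active means compounds whose plate-normalised and pattern-corrected inhibition of the luciferase reporter signal at the single screening dose is 50% or more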
# TWEAK-Fn14 inh: inhibitors of TWEAK-Fn14 signaling, primary screen, luciferase reporter cells, uHTS | TWEAK-stimulated Fn14 reporter cells, luciferase luminescence, 8 h | inhibition, % at 10 µM | 360,000 tested, 2% active | AID 1159606, 2016; in the data active means inhibition above about 50%
# Granule exo inh: LAMP-1 surface exposure blockers, TALL-104 cells – cell-based, flow cytometry, MLPCN library, primary screen; TALL-104 LAMP-1 surface exposure; cells stimulated with thapsigargin and PMA; AID 651702, 2012; inhibition, % at 10 µM; 360,000 tested, 0.66% active;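 active means inhibition above about 55%, limit read from the data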
# NCOA1 inh: SRC1 coactivator transcriptional activity inhibitors, primary screen, cell-based, luminescence; Nuclear receptor coactivator 1 (Homo sapiens), Q15788; inhibition, % at 3.6 µM; HEK293 GAL4-SRC1 luciferase reporter; 360,000 tested, 0.12% active;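 active means inhibition above the campaign mean plus 3 SD, with each screening campaign given its own cutoff, cut at about 60% in these data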;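 further: 0% = DMSO treated cells and 100% = gossypol at 36 µM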
# SRC2 inh: inhibition of GAL4-SRC2 driven luciferase reporter, primary screen, SRC2 inhibitor project, cell-based, luminescence; 370,000 tested, 0.17% active; Nuclear receptor coactivator 2 (Homo sapiens), Q15596; HEK293 GAL4-SRC2 luciferase reporter; inhibition, % at 9 µM; AID 651957, 2012;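 active means inhibition above the mean inhibition of all tested compounds plus 3 SD, set per campaign, cut at about 52% in these data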;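 further: 0% = DMSO treated cells and 100% = cells given Gossypol at 36 µM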
# COUP-TFII inh: NR2F2 transcriptional activity inhibitors, primary screen, cell-based, luciferase reporter, HEK293T, luminescence | COUP transcription factor 2 (Homo sapiens), P24468 | 370,000 tested, 0.7% active | inhibition, % at 8.6 µM | AID 686940, 2013 | HEK293T NGFI-A luciferase reporter;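 active means inhibition above a per-plate cutoff, mean inhibition of test wells between control levels plus 3 SD, cut at about 38% in these data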;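 further: cells cotransfected with COUP-TFII expression vector driving the NGFI-A reporter; 0% = median of COUP-TF2 test wells and 100% = reporter-only cells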
# Starred values were filed as active, the others as inactive; . = not tested or not shown.
SMILES,NR5A2 inv ag,ABHD5 PLIN5 PPI,NCOA3 inh,TLR9-MyD88 block,NOD2-RIPK2 inh,TROY NFkB inh,TWEAK-Fn14 inh,Granule exo inh,NCOA1 inh,SRC2 inh,COUP-TFII inh
Cc1ccc(C)c2nc3sc(C(=O)N4CCCc5ccccc54)c(N)c3cc12,-3,-4,-6,-3,-7,2,21,5,6,-8,-4
c1ccc(N2CCN(Cc3ccsc3)CC2)nc1,5,1,-5,9,-7,-16,-13,0,-18,-44,-1
Fc1cc(F)cc(NC(=S)NN2CCOCC2)c1,11,-2,1,6,-3,-24,6,2,-1,-47,-4
COc1cc(C(=S)N2CCCCC2)ccc1OCC(=O)N1CCCC1,0,-4,3,-6,-3,12,-8,-1,2,-21,-19
O=C(Nc1ccccc1)C1CCCN1S(=O)(=O)c1ccc(Br)cc1 (stereo unspecified),23,7,-25,-19,-2,-12,-8,1,-11,0,4
N#C/C(=C\c1ccccc1)C(=O)NC(=O)Oc1ccccc1,-2,3,26,7,-4,-1,5,-4,11,16,10
Cc1ccc(-c2cc(C(=O)NCCCN3CCOCC3)c3ccccc3n2)cc1C,-10,8,-43,-7,-11,-12,-3,7,-19,-25,-12
S=c1[nH]cc(-c2ccccc2)[nH]1,5,-8,-12,10,-8,-70,-20,-2,-2,-6,-2
COc1ccc(CCNC(=O)C2CCN(S(=O)(=O)c3cccs3)CC2)cc1OC,13,6,9,8,2,12,-14,2,-20,7,17
CCCOc1c(Br)cc(C(=O)OCC(=O)NC(=O)c2cccn2C)cc1OC,-13,-6,6,-5,1,9,-18,-4,-29,2,-8
COc1ccc(/C=N/NC(=O)c2ccncc2)cc1CSc1nc2ccccc2s1,34,2,4,-7,-7,14,29,-6,-14,-17,8
COc1ccc(C(CNC(=O)c2cccc(S(=O)(=O)N3CCOCC3)c2)N2CCCC2)cc1 (stereo unspecified),-18,5,8,-6,-10,-20,8,-7,10,13,-8
O=C(CCNS(=O)(=O)c1ccc(Br)cc1)NNC(=O)C1COc2ccccc2O1 (stereo unspecified),15,11,-5,-6,-6,-11,-3,-6,-5,16,-3
COC(=O)c1ccc(N2CCN(C)CC2)c(NC(=O)c2cccnc2)c1,18,6,4,-5,12,-6,-10,4,-21,-7,-1
COc1ccc(C2=NS(=O)(=O)N(C)C(C(=O)Nc3ccc(F)cc3F)=C2)cc1,-8,0,-11,-3,2,2,-42,-2,4,1,-7
O=C(NNc1cccc(Cl)n1)Nc1cccc(C(F)(F)F)c1,20,-3,3,-2,-4,-6,-7,-1,8,16,6
COC(=O)C1=C(C)NC(C)=C(C(=O)OC)C1C(=O)OCC(=O)c1ccc(F)cc1,4,6,12,-3,-6,5,-24,-2,1,5,-14
FC(F)(F)c1ccnc(Oc2ccc(C3=NCCS3)cc2)c1,-123,0,-70,4,3,-27,-10,-12,-94,-72,-38
COc1ccc(-c2noc(CCC(=O)NCCCN3CCC(C)CC3)n2)cc1,4,-1,7,3,18,-12,8,3,-9,11,-2
CCc1nc2c(OCc3ccc(F)cc3)cccn2c1N(C)C(=O)c1ccc(C)cc1,11,10,5,.,-2,-7,7,-7,12,-4,6
CC1CN(C(=O)CSc2nc(-c3ccc(F)cc3)cs2)CC(C)O1 (stereo unspecified),6,-5,-6,-10,-7,0,-5,-1,15,-10,-6
Cn1c(=O)c2c(nc(Br)n2C)n(C)c1=O,27,-1,7,5,-7,-10,-1,-10,-1,-7,-3
COc1ccccc1NC(=O)c1cc(-c2ccc(OC)c(OC)c2)nc2ccccc12,12,-2,4,-3,1,-35,4,7,-4,6,-1
COc1ccc(CC(=O)Nc2cc(NC(=O)Cc3ccc(OC)c(OC)c3)cc(C(=O)O)c2)cc1OC,2,-2,11,-2,-2,8,-12,-4,5,-10,0
CCCCNC(=O)c1nc(C2CCN(S(=O)(=O)c3ccc(S(C)(=O)=O)cc3)CC2)oc1-c1ccccc1,37,5,.,.,-14,.,.,0,.,-14,18

# Going on with the list:
SMILES,NR5A2 inv ag,ABHD5 PLIN5 PPI,NCOA3 inh,TLR9-MyD88 block,NOD2-RIPK2 inh,TROY NFkB inh,TWEAK-Fn14 inh,Granule exo inh,NCOA1 inh,SRC2 inh,COUP-TFII inh
O=C(CSc1nc2ccccc2[nH]1)N1CCN(S(=O)(=O)c2ccc(Cl)cc2)CC1,7,5,11,9,-4,18,-7,-2,0,1,0
CC(C)CN1CCN(Cc2cccn2-c2cccnc2)CC1CCO (stereo unspecified),-3,2,3,8,3,-30,7,-3,9,4,-1
COc1ccccc1/C=C/C=N/N1CCN(c2ccccn2)CC1,-17,-3,-3,-6,6,-17,-13,0,-20,-15,-6
COc1ccc(-c2nn(-c3ccccc3)cc2C(=O)Nc2ccc(C(=O)O)cc2)cc1,-5,5,14,-6,-2,-7,-12,-1,7,-25,-4
COc1ccc(CCNC(=S)N2CCC(C(N)=O)CC2)cc1,9,-2,19,12,7,-9,-10,-1,-9,15,8
CCCCN(C)C(=O)Cn1cnc2sc(C)c(S(=O)(=O)N3CCN(c4ccccc4OC)CC3)c2c1=O,11,0,4,3,-1,1,16,-1,4,-6,-1
COc1ccc(C(=O)NCCSc2ccccc2)cc1,-98,2,-67,-3,-7,14,61*,0,-114,-16,-22
COC(=O)c1sccc1NC(=O)c1cc(C)on1,-8,-1,-11,1,-2,-9,-1,-2,-2,.,.
CCN(CC(=O)Nc1ccccc1C(F)(F)F)C(=O)c1ccc(N2C(=O)CCC2=O)cc1,-1,-2,33,-3,-7,-14,-1,-2,0,5,-11
NS(=O)(=O)c1ccc(NCc2ccccc2OCc2ccccc2F)cc1,-4,5,5,-12,-21,12,28,-3,-12,15,21
COCC(C)NC(=O)c1ccc(CN2CCc3ccccc3C2)cc1 (stereo unspecified),23,-4,9,-14,6,14,0,-15,11,9,4
C/C(CC(=O)Nc1ccc(Cl)c(Cl)c1)=N\NC(N)=S,18,-6,4,8,3,14,-16,4,1,-10,-11
N#CCCN1CCN(S(=O)(=O)c2ccc(C3CCCCC3)cc2)CC1,-1,1,1,-6,-4,3,18,4,3,-7,-9
Cc1cc(NC(=O)c2ccc([N+](=O)[O-])cc2)n(C)n1,0,2,6,.,-5,-13,-2,-7,-1,-7,-9
COc1ccccc1C(=O)N(Cc1cccs1)C1CCS(=O)(=O)C1 (stereo unspecified),5,3,19,8,-3,1,-23,-2,1,-3,-1
CCOC(=O)[C@H]1[C@H]2COc3ccc(Br)cc3[C@@H]2N2C(=O)c3cc(OC)c(OC)cc3NC(=O)[C@@]12C,7,-8,6,-4,2,-7,-40,-2,-5,-5,3
Cc1ccc(S(=O)(=O)[N-]c2nc3ccccc3nc2-n2cc[n+](CCC(C)C)c2)cc1,-7,4,15,2,-1,-6,1,-3,-6,-18,19
CCOC(=O)c1ccc(NC(=O)C2C3CCCCC32)cc1 (stereo unspecified),-66,-1,-52,-2,1,-69,-7,-1,-49,-72,-16
CC(C)N(C)CCOC(=O)C1COc2ccccc2O1 (stereo unspecified),6,3,5,7,-3,-4,8,-6,16,-28,-16
CC(C)[C@H](CN(N=O)[C@@H](Cc1ccccc1)CN(C)N=O)N(CCc1ccccc1)N=O,4,2,10,-9,4,-14,-13,-5,-2,-8,-1
COc1cccc(OCC(=O)NCCS(=O)(=O)N2CCN(c3ccccc3)CC2)c1,-3,-1,0,-9,-6,18,2,6,-27,-3,6
Cn1c(-c2ccc3nc(N)sc3c2)nc2cc(N)ccc21,-23,-1,-25,-6,-6,-25,-11,-2,-33,-56,-28
O=c1c2ccccc2c2ccccc2c(=O)n1CC1CCCO1 (stereo unspecified),-1,2,-13,1,-1,7,1,-1,-15,-32,7
COC(=O)c1cc(=O)nc2sc3cc(OC)ccc3n12,6,0,-1,8,3,-7,10,1,5,-31,-2
COCC(=O)Nc1nnc(-c2ccc(C(C)(C)C)cc2)s1,-149,-1,-65,-4,1,-19,17,-7,-86,-60,-46

# (more compounds)
SMILES,NR5A2 inv ag,ABHD5 PLIN5 PPI,NCOA3 inh,TLR9-MyD88 block,NOD2-RIPK2 inh,TROY NFkB inh,TWEAK-Fn14 inh,Granule exo inh,NCOA1 inh,SRC2 inh,COUP-TFII inh
CNC(=O)CCc1[nH]c2ccccc2c1Sc1ccccc1,-3,6,9,2,0,-3,10,2,-28,-20,-17
Cc1ccc(CN(C)C(=O)CCc2nc3sc4c(c3c(=O)[nH]2)CCCC4)o1,-7,32*,-12,-10,-2,-5,18,-3,-18,7,-15
O=C(CN1CCc2ccccc21)NCc1ccccc1Cl,-5,-1,-16,-10,-7,-7,0,-1,2,-32,13
O=C1NC[C@@H](CCCCN2C[C@H](Cc3ccc(O)cc3)N(CCc3ccc(O)cc3)C(=O)C2=O)N(CCc2ccccc2)C1=O,16,0,.,.,-1,-3,7,-2,.,-42,0
CC(C)[C@H](NC(=O)c1ccccc1)C(=O)OCc1nc2scc(-c3ccccc3)c2c(=O)[nH]1,6,-5,12,13,-1,45,43,-4,7,2,9
COc1ccc(NC(=O)C2(C)Cc3c(-c4cccc(NC(C)=O)c4)ccnc3O2)cc1 (stereo unspecified),32,2,11,.,5,4,-44,3,-12,41,-89
COc1ccc(/C=C(\NC(=O)c2ccccc2)C(=O)NCc2cccnc2)cc1,-2,5,9,-7,-10,24,-20,12,-37,11,0
C=CCOC(=O)COc1ccc2c3c(c(=O)oc2c1)CCCC3,19,4,2,3,-4,-13,-5,11,-25,-32,10
CCCSc1nnc2n(-c3ccccc3OC)c(=O)c3c4c(sc3n12)CCC4,1,-2,6,-3,4,.,13,2,0,-8,-7
COc1cc(C(CC(=O)N2CCCC2)c2c(OC)cc(OC)c3ccc(=O)oc23)cc(OC)c1OC (stereo unspecified),20,-3,-7,-2,-6,-4,13,4,4,2,-1
COc1ccc(OC)c(S(=O)(=O)N2CCC(C(=O)N(C)Cc3ccccc3)CC2)c1,0,2,14,-12,-4,10,1,-3,4,12,-16
CCO[C@H]1OC(C(=O)O)=C[C@@H](C(C)(C)C)[C@@H]1CCCO,-13,0,2,-13,2,-4,-5,-4,3,-9,1
COc1ccc(N2CCCC2)c(NC(=O)COc2ccccc2)c1,3,-5,4,-5,-2,-3,-10,-1,11,-35,-7
C=C(C)C(=O)N1CC2(CC(c3cccc(NC(=O)CC(c4ccccc4)c4ccccc4)c3)=NO2)C[C@H]1C(N)=O (stereo partly specified),5,6,-6,3,-6,-9,-26,25,11,14,14

# An excerpt. The share of hits here may be higher or lower than overall.
